CHO-K1 Ca antag – M1 antagonist counterscreen hit in parental CHO-K1 cells; ATP-induced calcium, Fluo-8 fluorescence; inhibition, % at 3 µM; 0.6% of 360,000 active; AID 602250;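 active = inhibition above a per-plate cutoff, the plate's mean sample inhibition plus 3 SD, cut at about 24% in these data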;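 also: 0% = DMSO plus EC80 ATP and 100% = DMSO alone without ATP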
V1R ag counter – activates human V1a receptor in oxytocin agonist counter-screen | P37288 | CHO-V1R cells, Fluo-8 calcium fluorescence, agonist mode; 0% DMSO, 100% 3 nM vasopressin | activation, % at 3 µM | 0.25% of 320,000 active | AID 2797;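 active = activation above the mean activation of all tested compounds plus 3 SD, per screening run, cut at about 20% in these data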;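 also: signal is peak over basal fluorescence ratio across a 100 second FLIPR read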
CHRM1 agonist – human M1 muscarinic receptor agonism; P11229; CHO-K1 hM1, Fluo-8 calcium fluorescence, agonist mode; 0% DMSO, 100% acetylcholine EC100; activation, % at 3 µM; 0.33% of 360,000 active; AID 588814;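 active = activation above the run's mean compound activation plus 3 SD, cut at about 16% in these data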;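 also: peak over basal fluorescence ratio within a 140 s kinetic read after compound addition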
CHO parental Ca – counter-screen for OX1R antagonists: effect in parental CHO cells. parental CHO-K1, ATP-induced calcium, Fluo-8 fluorescence. inhibition, % at 5.6 µM. 0.63% of 330,000 active. AID 463079;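 active = inhibition above that plate's mean sample inhibition plus 3 SD, cut at about 26% in these data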;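 also: 0% = ATP-challenged DMSO wells and 100% = DMSO wells without ATP; some compounds past the cut are filed as inactive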
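Assay system – parental CHO cells · Reagent – ATP stimulus · Detection – intracellular calcium via Fluo-8 no-wash fluorescent dye · Evaluation – percent inhibition of ATP-evoked calcium rise, normalized to controls · Controls – ATP wells versus no-ATP DMSO wells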
OXTR potentiator – potentiators of human oxytocin receptor | P30559 | CHO-OTR cells, Fluo-8 calcium fluorescence, potentiator mode; 0% = oxytocin EC15, 100% = EC100 | activation, % at 3 µM | 0.061% of 320,000 active | AID 2445;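 active = activation above that plate's cutoff, the mean activation of tested compounds plus 3 SD, cut at about 6.6% in these data, passing the limit was not always enough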;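 also: 100% uses oxytocin at 75 nM as the full agonist control; some results filed as inactive read as strong as hits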
Target sequence (P30559 whole entry, looked up): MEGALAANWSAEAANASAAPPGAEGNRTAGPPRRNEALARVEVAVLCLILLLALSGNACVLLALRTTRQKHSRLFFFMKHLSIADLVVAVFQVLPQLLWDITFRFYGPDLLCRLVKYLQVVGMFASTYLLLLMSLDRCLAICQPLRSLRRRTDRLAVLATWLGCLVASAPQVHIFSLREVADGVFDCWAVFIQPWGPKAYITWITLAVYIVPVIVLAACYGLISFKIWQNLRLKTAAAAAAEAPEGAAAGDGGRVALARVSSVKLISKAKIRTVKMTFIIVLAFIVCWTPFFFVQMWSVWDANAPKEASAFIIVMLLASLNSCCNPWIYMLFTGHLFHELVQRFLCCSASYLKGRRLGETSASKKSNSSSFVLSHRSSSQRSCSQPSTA
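Replication – single well per compound, singlicate · Assay system – CHO cell line stably expressing human OTR · Timing – 6 min pre-incubation, 100 s read · Measure – normalized max/min fluorescence ratio, % activation · Doses – 3.0 µM, one dose · Detection – Fluo-8 calcium dye fluorescence · Probe or stimulus – oxytocin near EC15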
TAAR1 ag – human TAAR1 agonism; activation, % at 3 µM; Q96RJ0; 0.99% of 360,000 active; AID 624467; CHO RD-HGA16 TAAR1, Fluo-8 calcium fluorescence; vehicle wells 0%, saturating PEA agonist 100%;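 active = activation above the mean activation of all test compounds in the run plus 3 SD, cut at about 38% in these data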
Target sequence (Q96RJ0 whole entry, looked up): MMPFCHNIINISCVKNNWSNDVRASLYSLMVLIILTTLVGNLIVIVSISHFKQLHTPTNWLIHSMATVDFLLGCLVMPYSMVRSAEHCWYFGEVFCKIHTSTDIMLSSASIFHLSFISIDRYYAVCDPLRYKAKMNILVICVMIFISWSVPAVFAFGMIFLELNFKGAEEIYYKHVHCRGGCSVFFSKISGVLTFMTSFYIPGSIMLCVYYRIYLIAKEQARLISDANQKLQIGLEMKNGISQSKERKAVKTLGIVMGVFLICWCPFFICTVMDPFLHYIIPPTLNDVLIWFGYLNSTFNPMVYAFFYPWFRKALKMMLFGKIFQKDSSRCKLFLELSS
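Assay system: CHO-derived RD-HGA16 cells with stable Gα16 and human TAAR1; timing: 17-24 h seeding, 75 min 37 °C dye, 30 min RT; read-out: % activation from peak over basal fluorescence ratio, DMSO-to-PEA scaled; measured by: kinetic Fluo-8 calcium fluorescence; benchmarks: low control DMSO, high control PEA (EC100); doses: 3 µM single concentration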
M1 ag parental – M1 agonist counterscreen hit in parental CHO-K1 cells; Fluo-8 calcium fluorescence; scaled to maximal ATP response, vehicle zero; activation, % at 3 µM; 0.48% of 360,000 active; in the data active = activation above about 15%;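 also: untransfected CHO-K1 host cells lacking M1 receptor as counterscreen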
TAAR1 antagonist – antagonists of human TAAR1 | inhibition, % at 3 µM | CHO RD-HGA16 TAAR1, Fluo-8 calcium fluorescence, antagonist | 1.5% of 360,000 active | Q96RJ0;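 active = inhibition above a per-plate cutoff, the mean inhibition of test compounds on that plate plus 3 SD, cut at about 49% in these data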;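 also: 0% = DMSO plus EC80 beta-PEA response and 100% = DMSO alone without agonist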
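test system = CHO RD-HGA16 cells bearing hTAAR1 | replication = singlicate | controls = DMSO-only wells and EC80 β-PEA-stimulated wells | reagent = EC80 β-phenethylamine stimulus | read-out basis = percent inhibition of PEA-evoked calcium signal, max/basal emission ratio | schedule = seeding 17-24 h prior, 75-min 37 °C, 30-min RT dye loading | signal = kinetic Fluo-8 calcium fluorescence measurement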
M1 PAM parental – nonselective activator or artifact in parental CHO-K1 calcium assay; AID 602247; 0.02% of 360,000 active; activation, % at 3 µM; ATP EC20, Fluo-8 calcium fluorescence; 0% at ATP EC20, 100% at ATP max;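 active = activation above the run cutoff, the mean activation of all test compounds plus 3 SD, cut at about 40% in these data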;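 also: peak over basal fluorescence ratio in a 140 s read after ATP addition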
Numbers without * were called inactive; . = no result given; & = joins results of further samples.

SMILES	CHO-K1 Ca antag	V1R ag counter	CHRM1 agonist	CHO parental Ca	OXTR potentiator	TAAR1 ag	M1 ag parental	TAAR1 antagonist	M1 PAM parental
O=c1c2[nH]c3ccccc3c2nc2n1CCS2	9	0.8	-8	-7	-7	1	0.7	-22	-11
Cc1cccc(NC(=O)NC2CC(=O)N(c3ccc4c(c3)OCCO4)C2)n1 (centres undefined)	9	0.2	-2	-8	1	3	0.8	-5	-23
COc1cc(-c2nn3c(Cc4ccccc4)nnc3s2)cc(OC)c1OC	-7	0.5	-2	-11	-4	3	-0.1	-34	-2
O=C(NCC1CCCO1)/C(=C\c1cccc([N+](=O)[O-])c1)NC(=O)c1ccccc1 (centres undefined)	-5	-1.4	-4	-3	-21	12	0.3	-27	-10
O=[N+]([O-])c1ccc(-c2nc(NCC3CCCO3)c3ccccc3n2)cc1 (centres undefined)	-7	-0.5	-3	-18	-7	4	0.7	13	4
CCCC(O)(CCC)C(=O)NNc1ccc(C)cc1	-15	-2.2	-4	1	1	2	0.2	-5	22
COc1cc(S(=O)(=O)NC2CCCCC2)ccc1F	-21	-0.3	-13	-6	-1	15	1.5	-21	5
CCN(CC)S(=O)(=O)c1ccc(N2CCOCC2)c(NC(=O)c2ccccc2)c1	-3	-0.4	-2	-16	-2	4	2.9	-8	17
C/C(=N\NC(=O)c1nnn(-c2nonc2N)c1CN1CCCCC1)c1ccccc1O	-16	0.6	-5	-15	-10	1	0.2	-9	3
O=C(Nc1ccc2oc(-c3ccccc3F)nc2c1)c1cncc(Br)c1	0	0.9	-2	-22	-1	1	0.7	3	-5
COc1ccc(CN2C(=O)C(C)Nc3ncnc(N4CCN(c5ccccc5)CC4)c32)cc1 (centres undefined)	-10&5	2.8	-8&-6	-10	-5	14&9	2.1&3.5	1&20	11&1
Cc1ccc(C2=NN(C(=O)C3CCCO3)C(c3ccco3)C2)cc1 (centres undefined)	-17	-0.9	-8	-25	3	-1	-1.4	-25	13
CC(C)c1ccc(NNC(=O)C2CCC2)cc1	-10	1.4	-1	-6	-5	4	0.8	-28	17
CCOC(=O)c1c(C)[nH]c(C(=O)/C(C#N)=C/c2ccc(OCC)cc2)c1C	9	0.1	-4	-12	-6	1	0.0	-17	-4
C[C@H](NC(=O)c1nc[nH]c1C(=O)NCC(=O)OC(C)(C)C)C(=O)OC(C)(C)C	-12	-0.6	-3	-7	-5	4	0.6	16	9

The list goes on, overlapping the part above by two compounds.
SMILES	CHO-K1 Ca antag	V1R ag counter	CHRM1 agonist	CHO parental Ca	OXTR potentiator	TAAR1 ag	M1 ag parental	TAAR1 antagonist	M1 PAM parental
CCOC(=O)c1c(C)[nH]c(C(=O)/C(C#N)=C/c2ccc(OCC)cc2)c1C	9	0.1	-4	-12	-6	1	0.0	-17	-4
C[C@H](NC(=O)c1nc[nH]c1C(=O)NCC(=O)OC(C)(C)C)C(=O)OC(C)(C)C	-12	-0.6	-3	-7	-5	4	0.6	16	9
CCOC(=O)Cn1c(=O)oc2cc(S(=O)(=O)NCCc3ccc(C)cc3)ccc21	-5	10	4	1	-10	10	4.0	21	11
Cc1cc(SCC(=O)N/N=C/c2ccc(O)c(O)c2)nc2ccccc12	-3	4.8	0	-4	-9	9	4.3	8	13
COC(=O)c1ccccc1NC(=O)CN1C(=O)CSC1=O	-11	-0.6	-1	-6	-4	7	0.1	1	9
CCN(CC)c1ccc(NC(=O)CSc2nc(C)cc(=O)[nH]2)cc1	-1	0.6	-2	8	-6	6	0.2	-12	-1
Cc1cc(C)nc(NC2=NCC(=O)N2c2ccc(Cl)cc2)n1	4	0.1	-3	-17	-5	16	0.2	2	7
COCCSc1nc2sc3c(c2c(=O)n1-c1ccccc1)CCN(C)C3	18	9.1	-5	-8	-3	.	0.1	.	-8
CCCCN(C(=O)CSCc1c(C)noc1C)c1c(N)n(CCC)c(=O)[nH]c1=O	-15	0.0	-1	-8	-6	0	1.4	1	14
Cc1nc(Oc2cccc(Cl)c2)c2oc3ccccc3c2n1	-19	0.5	-2	-24	-8	17	0.4	-11	23
Nc1cccc(NP(=O)(c2ccccc2)c2ccccc2)c1	-2	-0.3	-2	-7	5	7	1.3	10	18
C[C@]12CC[C@H](O)CC1=CCC1C2CC[C@@]2(C)C1CC[C@@H]2NC(=O)CCC(=O)O (some centres undefined)	-7	0.1	-2	1	0	-1	0.3	-10	-6
COc1ccc2cc3cc(C(=O)N4CCN(C5CCCCC5)CC4)oc3nc2c1	-16	-0.7	-5	-4	-3	.	-0.3	.	1
CC(C)C[C@H]1CN([C@@H](Cc2ccc(O)cc2)CN2CCC[C@H]2CN2C(=O)C(=O)NC[C@@H]2Cc2ccccc2)C(=O)C(=O)N1CCc1ccccc1	-15	.	.	.	.	2	0.7	0	1
CCCOc1ccc(NC(=O)CC2C(=O)OCC3CCCCN32)cc1 (centres undefined)	-4	0.0	-3	-19	4	0	0.4	1	11
CCNC(=O)CC1C(=O)N(c2ccc(C)cc2)C(=O)N1CCc1sccc1C (centres undefined)	-19	-0.4	-3	-16	0	2	0.0	-1	15
O=C(CN1CCN(c2ccc(C(F)(F)F)cn2)CC1)NCc1ccc2c(c1)OCO2	-7	2.2	0	-13	-5	-2	3.8	-10	6
CCOc1ccccc1N1CN(CC)CNC1=S	-17	2.8	-3	2	-7	3	0.8	-6	35
Cc1ncoc1C(=O)Nc1ccccc1-c1ccccc1	6	-0.9	-5	-2	-7	-1	0.1	30	-8
Cc1cc(C)n2c(SCCN3C(=O)c4ccccc4C3=O)nnc2n1	-2	0.2	-2	-21	4	0	0.8	-4	2
Cc1cc(NC(=O)COC(=O)COc2ccc3c4c(c(=O)oc3c2)CCC4)no1	-9	-0.2	-10	-15	-1	1	1.9	5	24
COC(C[C@H]1O[C@H]1C(=O)[C@H](C)OCc1ccccc1)OC	-20	0.0	-3	-6	0	6	-0.1	-2	19
Cc1ccc(NC(=O)Nc2ccno2)cc1	-9	0.9	-1	-4	-3	21	1.9	3	-12
CCOC(=O)c1cc(-c2ccc(N)cc2)sc1N	-29	-2.1	-6	-13	-9	-1	1.1	8	21
CNC(=O)c1sc(SC)cc1-c1ccc(Cl)cc1	-8	0.1	-5	-18	-4	14	0.1	7	14
CC(=O)Nc1cccc(C(=O)N2CCN(S(=O)(=O)c3ccc(C4CCCCC4)cc3)CC2)c1	14	.	-3	.	.	4	-0.4	19	-20
COc1ccc(C(=O)Nc2cccnc2)cc1C(=O)Nc1cccnc1	8	0.4	-3	-17	-2	.	-0.1	.	-7
CCc1nnc(NS(=O)(=O)c2ccc(N/C=C\C(=O)c3cccc(OC)c3)cc2)s1	3	0.4	-6	-4	-15	3	-0.4	9	14
O=C(/C=C/c1cccc([N+](=O)[O-])c1)NCCSCc1c(Cl)cccc1Cl	-8	2.1	-3	-22	-13	0	4.5	19	10
CC(=O)O[C@H]1[C@H](O)[C@H](Oc2c(O)c(C)c3c4c2[C@@H](C)CC[C@@H]4[C@@H](C)C[C@H]3C=C(C)C)O[C@@H](C)[C@H]1O	4	6.5	6	2	-7	.	0.3	.	-1
COc1ccc2c(=O)c3c(=O)n(Cc4ccco4)c(-c4ccco4)nc3oc2c1	-25	-0.6	-8	-14	-3	16	0.6	17	0
O=C(CSc1nnc(CNC(=O)c2ccc(F)cc2)o1)NCc1ccc(F)cc1	-8	-0.5	-3	-12	-2	0	0.5	-8	-4

Structures from the list above containing a furan ring, fused or not (4):
SMILES	CHO-K1 Ca antag	V1R ag counter	CHRM1 agonist	CHO parental Ca	OXTR potentiator	TAAR1 ag	M1 ag parental	TAAR1 antagonist	M1 PAM parental
Cc1ccc(C2=NN(C(=O)C3CCCO3)C(c3ccco3)C2)cc1 (centres undefined)	-17	-0.9	-8	-25	3	-1	-1.4	-25	13
Cc1nc(Oc2cccc(Cl)c2)c2oc3ccccc3c2n1	-19	0.5	-2	-24	-8	17	0.4	-11	23
COc1ccc2cc3cc(C(=O)N4CCN(C5CCCCC5)CC4)oc3nc2c1	-16	-0.7	-5	-4	-3	.	-0.3	.	1
COc1ccc2c(=O)c3c(=O)n(Cc4ccco4)c(-c4ccco4)nc3oc2c1	-25	-0.6	-8	-14	-3	16	0.6	17	0

Further entries
SMILES	CHO-K1 Ca antag	V1R ag counter	CHRM1 agonist	CHO parental Ca	OXTR potentiator	TAAR1 ag	M1 ag parental	TAAR1 antagonist	M1 PAM parental
O=C(NCCOc1ccccc1)c1cc([N+](=O)[O-])ccc1N1CCOCC1	-5	1.6	-2	-25	-10	8	2.3	10	24
O=C(COC(=O)C1CCN(c2ccc(C(F)(F)F)cn2)CC1)NCCc1ccccc1	-9	7.3	0	-16	-12	13	4.6	22	-8
Cn1cc(CNC(=O)Nc2ccc3c(c2)OCO3)cn1	-7	-0.2	-1	1	-4	6	0.2	-10	11
Cc1cc(C)c2nc(NCCCNC(=S)NCCCN(C)C)c(C#N)cc2c1	2	-0.2	-7	5	-16	5	-0.2	10	0
C/C(=N\NC(=O)CSCc1ccccc1Cl)c1cccc(NC(=O)c2ccccc2)c1	-5	1.8	-2	-12	-19	20	2.8	38	14
COC(=O)/C=C(\C)NC(=O)c1ccccc1Cl	-29	-1.1	1	1	2	-1	-0.4	-20	8
O=C(NCC1COc2ccccc2O1)c1cccc(S(=O)(=O)N2CCN(c3ccccc3)CC2)c1 (centres undefined)	-3	.	-4	.	.	0	5.3	23	14
COc1ccc(C(=O)CCNc2ccc(C)c(Cl)c2)cc1	-7	0.8	-9	-12	-8	-2	0.4	-14	34
C=CCNC(=O)N[C@@H](CCSC)C(=O)OC	-21	0.8	0	0	-5	3	0.6	0	16
O=C(Nc1ccc2c(c1)OCO2)OCc1ccccc1	-1	-1.1	-6	-3	-7	.	0.1	.	4
COc1cc(NC(=O)CSc2nc3[nH]ncc3c(=O)n2-c2ccc(Cl)cc2)cc(OC)c1	-12	-0.6	1	0	-8	1	-0.6	-55	-11

Single records, as listed above. Order of values: CHO-K1 Ca antag	V1R ag counter	CHRM1 agonist	CHO parental Ca	OXTR potentiator	TAAR1 ag	M1 ag parental	TAAR1 antagonist	M1 PAM parental
`COc1cc(NC(=O)CSc2nc3[nH]ncc3c(=O)n2-c2ccc(Cl)cc2)cc(OC)c1` is listed with -12	-0.6	1	0	-8	1	-0.6	-55	-11
`O=C(NCC1COc2ccccc2O1)c1cccc(S(=O)(=O)N2CCN(c3ccccc3)CC2)c1` (centres undefined) is listed with -3	.	-4	.	.	0	5.3	23	14

Assay outcomes: PubChem, The Scripps Research Institute Molecular Screening Center
